S1P4 ag – activates the human S1P4 receptor; S1P4-expressing cell line, agonist reporter assay; activation, % at 4.98 µM; 0.35% of 220,000 active; in the data active = activation above about 11%;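 note: 0% = DMSO vehicle and 100% = reference agonist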
NPY2 pot ag – potentiates or activates human NPY-Y2 receptor. P49146. cells expressing NPY-Y2, potentiator/agonist read-out. activation, % at 3.6 µM. 0.45% of 220,000 active; in the data active = activation above about 27%;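 note: cells stimulated with NPY near EC25 plus isoproterenol at EC100; 0% = vehicle plus submaximal agonist and 100% = vehicle plus saturating agonist; some results beyond the cut were filed as inactive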
EP2 antag – blocks the human prostaglandin E2 receptor EP2. P43116. C6 glioma cells expressing human EP2, cAMP TR-FRET; cells stimulated with saturating PGE2. inhibition, % at 25 µM. 0.52% of 260,000 active. AID 1422;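 active = percent inhibition above 40 after rounding to a whole number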;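 note: rat C6 glioma host cells with rolipram phosphodiesterase inhibitor present; the protocol text gives 20 µM as final concentration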
Target sequence (P43116 whole entry, looked up): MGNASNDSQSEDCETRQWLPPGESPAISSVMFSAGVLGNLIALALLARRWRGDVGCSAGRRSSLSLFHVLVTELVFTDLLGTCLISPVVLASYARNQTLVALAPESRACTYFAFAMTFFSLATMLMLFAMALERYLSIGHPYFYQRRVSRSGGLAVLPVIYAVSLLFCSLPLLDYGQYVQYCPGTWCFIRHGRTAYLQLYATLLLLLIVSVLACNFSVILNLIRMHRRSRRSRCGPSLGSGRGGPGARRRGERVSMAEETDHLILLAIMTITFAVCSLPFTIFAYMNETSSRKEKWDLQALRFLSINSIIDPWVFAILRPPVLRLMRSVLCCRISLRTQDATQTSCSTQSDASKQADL
eIF4E-4G inh – inhibitors of eIF4E and eIF4G interaction in translation initiation; P63073+Q04637; TR-FRET eIF4E-eIF4GI(517-606) binding, 2 h; inhibition, % at 21.7 µM; 0.37% of 220,000 active; AID 782;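 active = inhibition above about 30%, limit read from the data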;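 note: 0% = full FRET control wells and 100% = background wells lacking eIF4GI fragment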
NPY Y1 blocker – antagonists of human neuropeptide Y receptor Y1 | inhibition, % at 3.6 µM | 1% of 200,000 active | AID 1040 | HEK293-CNG Y1 cells, membrane potential fluorescence; NPY at EC95, then isoproterenol;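 active = inhibition above the campaign mean inhibition of all tested compounds plus 3 SD, cut at about 20% in these data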;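 note: 0% = DMSO wells given NPY plus isoproterenol and 100% = isoproterenol alone without NPY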
Target sequence (P25929 whole entry, looked up): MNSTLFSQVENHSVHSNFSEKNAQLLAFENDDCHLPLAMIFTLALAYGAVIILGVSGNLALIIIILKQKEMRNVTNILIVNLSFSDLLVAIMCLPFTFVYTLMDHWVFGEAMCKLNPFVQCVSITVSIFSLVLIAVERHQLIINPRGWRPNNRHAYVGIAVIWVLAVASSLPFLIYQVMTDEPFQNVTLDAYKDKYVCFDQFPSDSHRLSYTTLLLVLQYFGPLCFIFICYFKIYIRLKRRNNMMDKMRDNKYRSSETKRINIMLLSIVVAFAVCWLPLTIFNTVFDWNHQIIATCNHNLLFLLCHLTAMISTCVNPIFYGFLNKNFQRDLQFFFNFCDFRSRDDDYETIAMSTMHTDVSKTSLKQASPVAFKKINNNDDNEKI
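Test system – HEK293 Y1/CNG channel cell line · Also added – NPY agonist 25 nM, then isoproterenol 1 µM plus Ro 20-1724 25 µM · Compound dosing – one concentration, 3.6 µM, in 0.4% DMSO · Schedule – compound incubation 1 h at room temperature, readout 45 min post-stimulation · Technique – fluorescence, membrane potential probe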
p97 inhibitor – human p97 ATPase inhibition. P55072. recombinant p97 ATPase, Kinase-Glo ATP luminescence, 3 h. inhibition, % at 8 µM. 0.42% of 220,000 active; in the data active = inhibition above about 15%;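 note: 0% = DMSO vehicle and 100% = wells lacking enzyme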
EP2 modulator – modulates human prostaglandin E2 receptor EP2 signaling. 0.83% of 260,000 active. induction, % at 25 µM. EP2-expressing cells, cAMP HTRF FRET, PGE2 co-stimulation. P43116;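 active = compounds whose cAMP rise, as percent of the full-agonist control response, exceeds 60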;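 note: rat C6 glioma line stably carrying human EP2 under a CMV promoter; the protocol text gives 20 µM as final concentration; 100% = response of wells given 1 µM PGE2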
NPY1 pot ag – human NPY-Y1 potentiation or agonism, primary screen; NPY-Y1 expressing cells, potentiator/agonist activation; activation, % at 3.6 µM; 0.37% of 220,000 active; AID 1304; in the data active = activation above about 33%, passing the limit was not always enough;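 note: cells stimulated with NPY at EC10 then isoproterenol at EC100; 0% = low agonist plus stimulus and 100% = saturating agonist plus stimulus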
S1P4 antagonist – human S1P4 receptor antagonism; O95977; S1P4-expressing cells, antagonist mode, reporter read-out; inhibition, % at 4.98 µM; 0.26% of 220,000 active; in the data active = inhibition above about 29%;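 note: 0% = wells stimulated with agonist and 100% = vehicle wells without agonist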
* = called active by the depositor; nt = no result given; & = joins results of further samples; [ ] = remark or other dose. Not all compounds are listed (hit frequency here may not be typical).

#	molecule	S1P4 ag	NPY2 pot ag	EP2 antag	eIF4E-4G inh	NPY Y1 blocker
1	CC(C)N1C(=O)CCN(C=O)c2ccccc21	0.0	4	6	0	5
2	Cc1ccc(CN(C)C(=O)c2ccccc2Oc2ccccc2)o1	-0.5	-11	9	8	8
3	COc1ccc(N(CC(=O)NC2CCCCC2)S(=O)(=O)c2cccnc2)cc1	-0.7	-17	10	-6	10
4	O=C(NCCCNC(=O)c1ccco1)c1ccco1	0.4	4	17	9	-9
5	O=C1C2C3CCCC3=C3CCCC3C2C(=O)N1c1cccc(Cl)c1 (stereo unspecified)	1.9	-8	10	-5	-5
6	CCOc1ccc(NCC(=O)c2ccc(C)cc2)cc1	0.0	-6	9	-1	0
7	Cc1ccnc(NC(=O)CCC(=O)N(CC(=O)NC(C)(C)C)c2ccc3c(c2)OCCO3)c1	0.6	-15	2	-1	6
8	COc1cc(C(=O)NC(=S)Nc2ccc3c(c2)OCO3)cc(OC)c1OC	0.9	14	8	0	nt

#	p97 inhibitor	EP2 modulator	NPY1 pot ag	S1P4 antagonist
1	3	15	16	6
2	0	31	-26	14
3	-9	-1	0	-9
4	-4	-5	17	-13
5	2	45	13	-12
6	3	-16	2	-9
7	-1	2	1	-16
8	4	0	-10	-13

The results go on.
#	molecule	S1P4 ag	NPY2 pot ag	EP2 antag	eIF4E-4G inh	NPY Y1 blocker
9	O=C(COC(=O)C1CC1)Nc1ccc(OC(F)F)cc1	0.2	-7	10	5	-4
10	O=c1c2cc(NC(=S)NC3CCCCC3)ccc2nc2n1CCCCC2	-0.1	2	10	-2	-4
11	CCOc1ccc(NC(=O)Cn2nnc(-c3ccccc3NC(=O)C3CC3)n2)cc1	-1.0	-2	19&7	-22[fluorescence artefact?]	10
12	COc1ccc(N2CCN(C(=O)CCN3C(=O)C4C5C=CC(C5)C4C3=O)CC2)cc1 (stereo unspecified)	-1.0	1	2	7	0
13	CCOC(=O)NC(Nc1sc2c(c1C(N)=O)CCCC2)(C(=O)OCC)C(F)(F)F (stereo unspecified)	1.4	-6	5	11	-2
14	COc1ccc(CN2CCCCC2C)cc1OC (stereo unspecified)	-1.0	-3	24	-5	8
15	O=Cc1c(N2CCOCC2)nc2ccccn2c1=O	0.2	-1	3	1	1
16	Cc1onc(-c2ccccc2Cl)c1C(=O)Nc1ccc(-c2nnc3n2CCCCC3)cc1	-0.2	-1	11	-13[fluorescence artefact?]	-3

#	p97 inhibitor	EP2 modulator	NPY1 pot ag	S1P4 antagonist
9	3	-1	-23	9
10	-2	-19	-9	-34
11	-2	21&-34	-11	-4
12	-1	1	-6	-8
13	3	15	-25	0
14	0	1	11	-9
15	-1	2	-16	-14
16	-3	-13	-22	-5

Next compounds follow.
#	molecule	S1P4 ag	NPY2 pot ag	EP2 antag	eIF4E-4G inh	NPY Y1 blocker
17	CCOC(=O)Cn1c(C)cc(COC)c(C#N)c1=O	2.5	15	15	2	-2
18	CCOc1ccc(CSCCNC(=S)Nc2ccc(OC)cc2)cc1	-1.4	-2	16	-3	nt
19	O=C(c1ccc(Cl)s1)N1CCN(c2nc3ccccc3s2)CC1	-1.2	-13	29	-2	3
20	COc1ccc(C2NC(=O)c3ccccc3O2)cc1OC (stereo unspecified)	1.3	-1	10	5	7
21	C=CCn1c(SCC(=O)N2CCOCC2)nc2sc3c(c2c1=O)CCCC3	1.4	0	9	-1	3
22	Cc1ccc2c(c1)c1c(n2CC(O)Cn2c(C)nc3ccccc32)C(=O)CCC1 (stereo unspecified)	-0.1	-14	10	4	8
23	O=c1c2ccccc2nc(-c2ccco2)n1Cc1ccccc1	-2.2	6	-1	-3	2
24	O=C(CN1CCCC1)Nc1c2c(cc3c1CCC3)CCC2	-0.2	6	8	0	3

#	p97 inhibitor	EP2 modulator	NPY1 pot ag	S1P4 antagonist
17	7	21	8	6
18	-3	-41	15	8
19	-2	-15	2	-10
20	0	0	-20	-12
21	1	5	0	14
22	1	14	-16	-4
23	-1	27	-2	-7
24	1	33	-14	-9

Taken from above, 9 compounds:
#	molecule	S1P4 ag	NPY2 pot ag	EP2 antag	eIF4E-4G inh	NPY Y1 blocker
1	CC(C)N1C(=O)CCN(C=O)c2ccccc21	0.0	4	6	0	5
2	Cc1ccc(CN(C)C(=O)c2ccccc2Oc2ccccc2)o1	-0.5	-11	9	8	8
3	COc1ccc(N(CC(=O)NC2CCCCC2)S(=O)(=O)c2cccnc2)cc1	-0.7	-17	10	-6	10
4	O=C(NCCCNC(=O)c1ccco1)c1ccco1	0.4	4	17	9	-9
5	O=C1C2C3CCCC3=C3CCCC3C2C(=O)N1c1cccc(Cl)c1 (stereo unspecified)	1.9	-8	10	-5	-5
6	CCOc1ccc(NCC(=O)c2ccc(C)cc2)cc1	0.0	-6	9	-1	0
7	Cc1ccnc(NC(=O)CCC(=O)N(CC(=O)NC(C)(C)C)c2ccc3c(c2)OCCO3)c1	0.6	-15	2	-1	6
8	COc1cc(C(=O)NC(=S)Nc2ccc3c(c2)OCO3)cc(OC)c1OC	0.9	14	8	0	nt
9	O=C(COC(=O)C1CC1)Nc1ccc(OC(F)F)cc1	0.2	-7	10	5	-4

#	p97 inhibitor	EP2 modulator	NPY1 pot ag	S1P4 antagonist
1	3	15	16	6
2	0	31	-26	14
3	-9	-1	0	-9
4	-4	-5	17	-13
5	2	45	13	-12
6	3	-16	2	-9
7	-1	2	1	-16
8	4	0	-10	-13
9	3	-1	-23	9

The list goes on.
#	molecule	S1P4 ag	NPY2 pot ag	EP2 antag	eIF4E-4G inh	NPY Y1 blocker
25	CCCCCCn1c(=O)c(Cc2ccccc2)c(O)c2ccccc21	0.1	1	4	-2	9
26	O=C(CCCC(=O)N1CCN(c2ccccc2F)CC1)N1CCN(c2ccccc2F)CC1	1.3	-9	14	4	19
27	O=C(NC(=O)N1CCOCC1)c1ccccc1	-0.1	15	4	23[fluorescence artefact?]	1
28	CN(C)S(=O)(=O)Oc1ccc(C(=O)Nc2ccc([N+](=O)[O-])cc2)cc1	0.7	1	8	-1	1
29	CN(Cc1cc2cc(F)ccc2[nH]1)Cc1nc(-c2cnccn2)no1	1.1	6	2	2	-2
30	CCCOc1ccc(/C(O)=C2/C(=O)C(=O)N(CCN(C)C)C2c2ccc(O)c(OC)c2)cc1 (stereo unspecified)	-0.4	12	6	-7	0
31	COc1ccc2oc(C(=O)OCc3c(C)noc3C)c(C)c2c1	-0.3	-6	5	2	3
32	O=C(CCCc1nc2ccccc2s1)Nc1ccc(N2CCOCC2)cc1	-1.0	10	5	2	8

#	p97 inhibitor	EP2 modulator	NPY1 pot ag	S1P4 antagonist
25	3	22	-13	-12
26	-4	-10	-55	7
27	5	20	11	-8
28	-5	-11	0	-16
29	3	-20	16	-14
30	0	22	-20	-18
31	-1	-23	-3	4
32	-6	-50	-19	-3

(next part)
#	molecule	S1P4 ag	NPY2 pot ag	EP2 antag	eIF4E-4G inh	NPY Y1 blocker
33	CN(C)c1ccnc(Oc2ccccc2)c1C#N	-0.6	18	9	1	3
34	Cc1cc(C(=O)Nc2nc(C)c(C(=O)N(C)C)s2)ccc1[N+](=O)[O-]	-0.1	-1	6	0	-1
35	CCCNS(=O)(=O)c1ccc(OCC(=O)NCCC2=CCCCC2)cc1	-1.2	-2	5	3[fluorescence artefact?]	9
36	COc1cc(NC(=O)c2cc(C)on2)cc(OC)c1OC	0.1	-3	0	-9	0
37	Cn1c(SCC(=O)O)nnc1-c1cccc(NC(=O)c2cccc3ccccc23)c1	2.7	-4	8	-7	nt
38	CC1(C)NC(=O)N(CCOc2ccc3c(c2)CCC3)C1=O	0.7	2	0	-14	-3
39	CSc1nc2c(c(=O)n1-c1ccccc1)SCC2	1.2	2	5	-6	14
40	C=CCn1c(CCNC(=O)c2cccs2)nnc1SCC(=O)c1cccc([N+](=O)[O-])c1	-0.1	3	10	-3	-6

#	p97 inhibitor	EP2 modulator	NPY1 pot ag	S1P4 antagonist
33	2	12	-13	-3
34	-7	5	-2	-17
35	-5	9	5	13
36	2	-2	-8	-9
37	-2	41	2	-6
38	-4	5	-12	-3
39	8	4	23	0
40	3	13	13	-11

More structures follow:
#	molecule	S1P4 ag	NPY2 pot ag	EP2 antag	eIF4E-4G inh	NPY Y1 blocker
41	CCN(CC)S(=O)(=O)c1cccc2cccnc12	3.1	3	3	-6[fluorescence artefact?]	1
42	CC(C(=O)Nc1sccc1C(N)=O)N1C(=O)C2CC=CCC2C1=O (stereo unspecified)	0.6	12	9	0	-6
43	CC(C)n1nc(C(=O)Nc2ccccc2N2CCOCC2)c2ccccc2c1=O	-0.9	22	4	3	2
44	CCCCCOC(=O)Cn1c(N2CCCCCC2)nc2c1c(=O)[nH]c(=O)n2C	0.0	13	22	6	2
45	CCn1c2ccccc2c2cc(NC(=O)c3ccc(Br)o3)ccc21	0.7	11	8	5	-7
46	Cc1ccc(/C(O)=C2\C(=O)C(=O)N(CC(C)O)C2c2ccccn2)cc1 (stereo unspecified)	2.3	-3	6	-4	-4
47	CCC(Sc1nncn1C)C(=O)Nc1ccccc1OC (stereo unspecified)	-1.4	-4	5	-16[fluorescence artefact?]	0
48	CC1=C(C(=O)OCC(C)C)C(c2ccc(Br)s2)NC(=O)N1 (stereo unspecified)	0.1	3	6	1	-2

#	p97 inhibitor	EP2 modulator	NPY1 pot ag	S1P4 antagonist
41	-1	16	10	1
42	-5	16	-2	6
43	2	44	-9	-22
44	1	39	-29	12
45	2	-6	0	3
46	4	-28	-9	4
47	2	-11	-5	2
48	-1	34	26	-7

Further results follow:
#	molecule	S1P4 ag	NPY2 pot ag	EP2 antag	eIF4E-4G inh	NPY Y1 blocker
49	Cc1ccc(C23CC4CC(CC(C(=O)N5CCOCC5)(C4)C2)C3)cc1	-1.5	8	8	5	0
50	COc1ccc(C(C)=O)cc1Cn1nc(C)c([N+](=O)[O-])c1C	0.7	-12	4	0	5
51	CN(C)/C=N/c1nc2nccc(-c3cccc(Cl)c3)n2n1	1.3	3	6	11	1
52	COc1ccc(N2CCN(CCCNC(=O)CN3CCN(Cc4ccccc4C)C3=O)CC2)cc1	0.1	26	3	-14[fluorescence artefact?]	8
53	CCN(CC)C(=O)CN(C#N)c1nc(C)cc(C)n1	0.2	4	5	3	-1
54	Fc1ccc(OCc2nc(-c3ccc(Br)o3)no2)c(F)c1	0.4	-4	15	7	6
55	Cc1cc(N2CCOCC2)nc2ccc(NC(=S)N3CCN(c4ccccc4)CC3)cc12	0.8	-7	8	7	-2
56	C=CCn1c(COc2cccc3ccc(C)nc23)nnc1SCC(=O)O	-0.8	-1	9	13	0
57	CNC(=O)c1c(Br)cnn1-c1ccc(C)cc1	-1.0	-5	3	0	1
58	O=C(O)c1ccc(Cl)c2c1C1C=CCC1C(c1ccccn1)N2 (stereo unspecified)	-1.4	0	10&13	10[fluorescence artefact?]	3
59	Cc1ccc(N2C(=O)C(Cc3ccccc3)NC2=S)cc1 (stereo unspecified)	-4.7	-1	5	-13	-3

#	p97 inhibitor	EP2 modulator	NPY1 pot ag	S1P4 antagonist
49	2	10	1	-8
50	5	-43	-20	-3
51	5	12	12	-13
52	3	-56	12	-13
53	1	6	-4	-12
54	1	13	-15	-21
55	-1	-7	1	-5
56	2	-15	10	-23
57	4	-4	9	5
58	1	8&-34	-7	-18
59	1	1	-2	-2

High-throughput results (PubChem BioAssay)
